ELG1 repair inh: qHTS screen for small molecules that inhibit ELG1-dependent DNA repair in human embryonic kidney (HEK293T) cells expressing luciferase-tagged ELG1; HEK293T ELG1-luciferase reporter, luminescence, 16 h; DNA damage induced by 5-fluorouridine; AID 504467, 2011; Potency, µM (series often up to 46.1 µM), for the others: top-dose activity change, negative = inhibition, hits mostly inhibitors; 2.3% of 330,000 active; also: potency is read from the fitted curve at half-maximal effect; % is scaled to controls: 0 for no effect and ±100 for the full control effect; nearly all actives have a fitted effect of over 55% in size
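5-Fluorouridine DNA damage + compound/DMSO, 2,000 cells/well, 16 h, 37 °C/5% CO2. ONE-Glo, 30 min RT, luminescence. Readout = decrease in reporter signal.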
Mito fusion yeast: qHTS Assay for Small Molecule Inhibitors of Mitochondrial Division or Activators of Mitochondrial Fusion | 0.23% of 320,000 active | Potency, µM (series often up to 46.1 µM), for the others: at the highest dose growth rescue (activation), usual class: activators | S. cerevisiae fusion-defective mutant growth rescue, CellTiterGlo 48 h | AID 485298, 2010;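 also: potency is read from the fitted curve at half-maximal effect; % of control where 0% means no effect; nearly all actives have a fitted effect of over 45% in size; temperature-sensitive fusion mutants such as fzo1-1 at 37 °C on non-fermentable ethanol glycerol medium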
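S. cerevisiae fusion-defective temperature-sensitive mutants (e.g. fzo1-1, mgm1-5) grown 48 h at 37C in YPEG (ethanol/glycerol non-fermentable) medium with 23 nl compound per well; growth rescue read as CellTiterGlo luminescence.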
uPA generation: qHTS for Inhibitors of Cell Surface uPA Generation | cell surface uPA generation assay, qHTS | 0.31% of 330,000 active | Potency, µM (doses to about 38.3 µM), without a hit: at the highest dose activity change, negative = inhibition, actives largely listed as inhibitors; active = well fitted inhibition curve with a large enough effect; inconclusive = small, poorly fitted or top-dose-only effect; inactive = no such curve, though single readings can be large or run the other way; tested in mouse RAW 264.7 cells; also: potency is read from the fitted curve at half-maximal effect; % is scaled to controls: 0 for no effect and ±100 for the full control effect; nearly all actives have a fitted effect of over 55% in size
TSHR antagonist: Antagonists of the Thyroid Stimulating Hormone Receptor: HTS campaign; Thyrotropin receptor (Homo sapiens), P16473; TSHR-expressing cells, TSH-stimulated cAMP HTRF, 2 h; hits give low values; activity change, negative = inhibition, % at 11.5 µM; 0.2% of 330,000 active;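 active = activity change below a set negative limit, meaning inhibition stronger than a set level, cut at about -70% in these data; inconclusive = activity change between two set negative limits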; also: % is scaled to controls: 0 for no effect and ±100 for the full control effect
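Inhibition of cAMP made by TSHR-expressing cells under TSH stimulation (4nM final, EC80; 2 h, 37 deg C) is quantified with a one-step lysis HTRF kit, anti-cAMP cryptate versus cAMP-d2.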
BCR signal inh: qHTS Assay to Find Inhibitors of Chronic Active B-Cell Receptor Signaling. ABC-DLBCL IkBa-CBG/CBR reporter, luminescence ratio, 4 h. Potency, µM (doses to about 46.1 µM), for inactives: at the top dose ratio change, negative = lower green/red ratio, most hits filed as inhibitors. 0.05% of 340,000 active. AID 493014, 2011; active = well fitted inhibition curve with a large enough effect in the signal ratio, with a control signal flat, not every such curve was filed as active; inconclusive = small, poorly fitted or top-dose-only effect, or effect the other way, or a change in a side signal; the % refers to the signal ratio;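 also: potency is read from the fitted curve at half-maximal effect; plate controls were basal doxycycline-induced cells for no effect and cells given 10 µM MG132 for full effect; MG132 reads +100%, hits lower the ratio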
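Cell line TMD8 (human ABC DLBCL), stably expressing tet-inducible CBG68-IkBa fusion and CBR; IMDM/0.5% FBS; cpd up to 46 uM; dox induction, 4 h, 37C/5% CO2; dual luminescence; green/red ratio; MG132 control.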
Tb PFK block: qHTS Assay to Find Inhibitors of T. brucei phosphofructokinase. Potency, µM (highest dose often 57.5 µM), inactives show at the highest dose activity, negative = inhibition, hits mostly inhibitors. AID 485367, 2010. T. brucei PFK, ADP-Glo luminescence. 0.17% of 330,000 active. ATP-dependent 6-phosphofructokinase (Trypanosoma brucei brucei), O15648;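 also: potency is read from the fitted curve at half-maximal effect; 0% = uninhibited 1x PFK enzyme wells and -100% = no-enzyme wells; nearly all actives have a fitted effect of over 60% in size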
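PFK 1.25 nM, F6P 0.5 mM, ATP 0.1 mM, 0.1 M TEA pH 8.0, 5 mM MgCl2, 0.01% Tween20, 0.1% BSA; 45 min RT. ADP-Glo readout. qHTS titration up to 57 uM; curves fitted, compounds curve-classed.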
B2AR arrestin: qHTS assay of beta-arrestin-biased ligands of beta2-adrenergic receptor; Beta-2 adrenergic receptor (Homo sapiens), P07550; beta-arrestin recruitment to beta2AR, cell-based reporter; Potency, µM (series often up to 46.1 µM), for the others: at the highest dose activation, most hits filed as activators; 0.02% of 330,000 active;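 also: potency is read from the fitted curve at half-maximal effect; 0% = DMSO controls and full agonism = EC100 isoproterenol or metaproterenol; nearly all actives have a fitted effect of over 65% in size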
Target sequence (P07550 whole entry, looked up): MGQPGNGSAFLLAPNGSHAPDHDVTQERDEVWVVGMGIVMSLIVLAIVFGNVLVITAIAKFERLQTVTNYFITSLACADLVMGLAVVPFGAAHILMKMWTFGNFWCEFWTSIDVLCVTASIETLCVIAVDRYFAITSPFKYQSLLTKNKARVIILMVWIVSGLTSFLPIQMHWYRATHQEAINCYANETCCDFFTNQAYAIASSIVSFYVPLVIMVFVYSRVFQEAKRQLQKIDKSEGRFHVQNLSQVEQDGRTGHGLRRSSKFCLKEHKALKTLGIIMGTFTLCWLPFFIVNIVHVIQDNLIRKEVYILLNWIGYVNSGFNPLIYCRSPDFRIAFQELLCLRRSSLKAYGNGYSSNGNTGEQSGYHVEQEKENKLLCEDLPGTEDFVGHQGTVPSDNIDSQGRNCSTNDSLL
TCR activator: Activators of T cell receptors: qHTS campaign; AID 504894, 2011; 330,000 tested, under 10 active; primary human leukocytes, anti-CD3, IL-2 HTRF, 48 h; Potency, µM (highest dose often 9.22 µM), without a hit: at the highest dose activation of IL-2 secretion, usual class: activators; also: % of control where 0% means no effect
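Compounds are tested in HTS on primary human leukocytes co-incubated with a-CD3 beads for 48 hr. IL-2 output is measured by time-resolved FRET.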
Eya2 phos inh: qHTS Assay for Inhibitors of the Phosphatase Activity of Eya2. Potency, µM (highest dose often 76.9 µM), without a hit: top-dose activity, negative = inhibition, hits mostly inhibitors. recombinant Eya2, OMFP fluorescence dephosphorylation (OMFP is methylfluorescein phosphate). 0.006% of 330,000 active. AID 488837, 2010; also: potency is read from the fitted curve at half-maximal effect; % is scaled to controls: 0 for no effect and ±100 for the full control effect
Target sequence (O00167 whole entry, looked up): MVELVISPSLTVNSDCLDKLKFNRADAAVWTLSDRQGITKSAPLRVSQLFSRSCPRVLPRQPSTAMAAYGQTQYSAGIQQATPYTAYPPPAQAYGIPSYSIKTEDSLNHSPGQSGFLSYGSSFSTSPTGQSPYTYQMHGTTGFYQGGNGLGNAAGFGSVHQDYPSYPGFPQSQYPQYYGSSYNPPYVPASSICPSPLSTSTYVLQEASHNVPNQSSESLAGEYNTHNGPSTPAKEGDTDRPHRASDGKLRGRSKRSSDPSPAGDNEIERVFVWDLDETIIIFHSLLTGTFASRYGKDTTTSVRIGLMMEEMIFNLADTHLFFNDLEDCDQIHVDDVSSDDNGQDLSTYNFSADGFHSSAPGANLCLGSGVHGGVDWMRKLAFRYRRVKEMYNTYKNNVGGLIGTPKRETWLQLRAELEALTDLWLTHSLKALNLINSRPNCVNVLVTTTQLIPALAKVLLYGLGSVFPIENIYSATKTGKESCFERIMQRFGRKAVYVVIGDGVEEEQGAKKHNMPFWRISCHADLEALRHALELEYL
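Eya2 (0.2 uM) preincubated 10 min at ambient with compound, then OMFP substrate added at 50 uM; 10 min reaction in 50 mM HEPES pH 7.5, 50 mM NaCl, 5 uM MgCl2, 0.05% BSA, 1 mM DTT. Fluorescence read at Ex 485/Em 525 nm.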
USP2a inh: qHTS Assay for Inhibitors of Ubiquitin-specific Protease USP2a Using CHOP2 as the Reporter. 0.01% of 330,000 active. USP2 core, Ub-CHOP2 coupled fluorogenic reporter, 485/531. AID 463254, 2010. Ubiquitin carboxyl-terminal hydrolase 2 (Homo sapiens), O75604. Potency, µM (doses to about 38.3 µM), without a hit: at the highest dose activity change, negative = inhibition, most hits filed as inhibitors;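 also: potency is read from the fitted curve at half-maximal effect; plate controls were DMSO wells for no effect and full inhibition by NEM control for full effect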
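Cell-free coupled assay: 10nM USP2 core preincubated 30min RT with compound in Tris-HCl pH 8.0/CaCl2/CHAPS buffer, then 25nM Ub-CHOP2 and 25nM reporter substrate; fluorescence (Ex 485/Em 531) read after 60min RT, normalized to NEM inhibition, concentration-response curves fitted.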
PTAP TSG101 blk: qHTS Assay for Iinhibitors of HIV-1 Budding by Blocking the Interaction of PTAP/TSG101 | Tumor susceptibility gene 101 protein (Homo sapiens), Q99816 | Fluorescence polarization, FITC-PTAP peptide / Tsg101 binding | Potency, µM (titrated, usually from 115 µM), for the others: at the highest dose activity change, negative = inhibition, actives largely listed as inhibitors | 340,000 tested, under 10 active; active = well fitted inhibition curve with a large enough effect in the main read-out, with a control signal flat, not every such curve was filed as active; inconclusive = small, poorly fitted or top-dose-only effect, or effect the other way, or a change in a side signal; inactive = no such curve, though single readings can be large or run the other way; also: potency is read from the fitted curve at half-maximal effect; % of control where 0% means no effect
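FP read-out: FITC-PTAP peptide, 50 nM final, binding Tsg101 binding domain, 10 uM final; 20 min, r.t.; 10 mM HEPES pH 7.5, 0.15 M NaCl, 0.01% Tween 20, 3 mM EDTA, 0.1 mM TCEP.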
* marks the source's active call; other numbers are inactive results; ? = inconclusive; / = no result given; [ ] = dose if it differs, or a comment. Unless noted, calls follow the shape of the dose curve; as a rule, active = well fitted curve in the direction sought with a large enough effect; inconclusive = small, poorly fitted or top-dose-only effect, or another doubt; inactive = no such curve, though single readings can be large; an effect the other way counts as inactive or inconclusive.

SMILES	ELG1 repair inh	Mito fusion yeast	uPA generation	TSHR antagonist	BCR signal inh	Tb PFK block	B2AR arrestin	TCR activator	Eya2 phos inh	USP2a inh	PTAP TSG101 blk
COc1ccc2cc(C(=O)N3CCN(c4ccccc4F)CC3)[nH]c2c1	5%	1%	10%	17	1%	2%	0.1%	-1%	9%	2%	-2%
Fc1ccc(-c2nnc(NC3=NCCCCC3)o2)cc1	?	-2%	-10%	-3	?	-6%	-0.3%	7%	14%	7%	-5%
Cc1cccc(NC(=O)CN2C(=O)S/C(=C\C(=O)Nc3ccc(Cl)cc3)C2=O)c1	2%	-2%	-5%	5	-1%	1%	2.3%	5%[46.1 µM]	-13%	3%	-1%
O=S(=O)(c1cc(Cl)ccc1Cl)N1CCN2CCCC2C1 (configuration not stated)	-5%	-4%	-3%	11	4%	0%	-1.9%	8%	?	1%	1%
O=C(CSc1nc2ccsc2c(=O)n1Cc1ccccc1)NCc1ccco1	-1%	-3%	/	-16	14%	2%	0.2%	/	0%	0%	-7%
Cc1cccc(N2CCN(C(=O)NC(C)c3ccc(F)c(F)c3)CC2)c1C (configuration not stated)	8%	-23%	3%	-8	-1%	-9%	-0.3%	-6%	0%	0%	-5%
Cc1cc2c(cc1S(=O)(=O)N1CCCCC1)OCC(=O)N2	4%	2%	-3%	2	-21%	0%	-0.8%	4%	4%	0%	-3%
O=C(CCl)Nc1cccc(Oc2ccccc2)c1	-19%	-7%	-9%	-13	?	2%	-0.2%	2%	6%	0%	1%
Cc1cc(C)c(S(=O)(=O)N2CCCCCC2)cc1Br	1%	-8%	-2%	-16	?	-3%	-0.7%	-3%	5%	4%	-4%
O=S(=O)(Cc1ccc(Cl)cc1)NCc1ccc2c(c1)OCO2	-7%	3%	-1%	2	3%	-9%	-0.5%	-7%	-12%	2%	-2%
Cc1cc(=O)oc2ccc(OC(=O)CC(C)C)cc12	18%	0%	-2%	-13	2%	-1%	-0.2%	-5%	-11%	2%	-2%
CC(=O)N(CCc1ccccc1C)Cc1cc2cc3c(cc2[nH]c1=O)OCO3	-1%	-3%	0%	5	8%	-6%	0.1%	5%	-12%	1%	-3%
O=C(CSc1nc2c(cnn2-c2ccc(F)cc2)c(=O)[nH]1)N1CCOCC1	3%	-2%	-4%	-6	0%	1%	0.2%	-3%	18%	2%	-1%
COc1ccc(OC)c2c1sc(=NC(=O)C1COc3ccccc3O1)n2C (configuration not stated)	?	6%	1%	8	1%	-4%	-1.0%	-3%	21%	1%	-4%
O=C(Nc1cc(Cl)ccc1N1CCOCC1)c1cccnc1	0%	3%	0%	-8	-1%	-4%	0.2%	3%	8%	1%	-4%
COc1ccc(NC2=C(C(C)=O)C(c3ccccc3)C(C(C)=O)C(C)(O)C2)cc1 (configuration not stated)	4%	-3%	-7%	0	1%	0%	-0.4%	5%	-22%	2%	-1%
CC(=O)c1sc(NC(C)c2ccccc2)nc1C (configuration not stated)	12%	-21%	-1%	10	-1%	0%	-0.2%	2%	4%	0%	0%
O=C(c1ccccc1O)N1N=C(C(F)(F)F)CC1(O)c1ccc([N+](=O)[O-])cc1 (configuration not stated)	?	-15%	19%	0	?	1%	-0.1%	/	-7%	-2%	-1%
CCN1CCN(c2cc(C)c3cc(NC(=O)c4ccc5c(c4)OCO5)ccc3n2)CC1	?	-9%	-15%	1	-8%	-3%	0.4%	0%[46.1 µM]	-6%	0%	3%
CCOCC(=O)Nc1cc([N+](=O)[O-])ccc1OC	-4%	4%	2%	-13	0%	-4%	-0.7%	14%	-5%	2%	-1%
CCOC(=O)N1CCN(C(=O)c2sc3nc(-c4ccc(F)cc4)cn3c2C)CC1	21µM*	-5%	3%	5	-13%	7%	0.0%	3%	-7%	1%	0%
CCOC(=O)CSc1nnc(CCCCCN2C(=O)c3cccc4cccc(c34)C2=O)o1	9%	9%	10%	-17	0%	-3%	0.1%	-6%[46.1 µM]	-10%	2%	-3%
CC1Sc2ccc(S(=O)(=O)NCc3ccccc3)cc2NC1=O (configuration not stated)	?	0%	3%	0	4%	-2%	-0.2%	-2%	11%	0%	0%
CCCCn1nnnc1SCC(=O)NNC(=O)c1ccco1	5%	-5%	8%	0	-6%	0%	-0.6%	-18%	8%	1%	-3%
CCN1C(=O)/C(=C/C2=Cc3ccccc3OC2C)SC1=S (configuration not stated)	16%	11%	-4%	6	-3%	1%	-0.4%	-6%	1%	8%	?
C/C(CC(=O)Nc1ccccc1C#N)=N\NC(=O)c1ccncc1	8%	-5%	1%	-4	?	-5%	0.1%	-10%	0%	1%	-8%
S=c1[nH]nc(COc2ccccc2)n1/N=C/c1ccco1	-6%	-4%	1%	-14	5%	-3%	-0.1%	-2%	-7%	0%	-4%
CC(C)OC(=O)C1C(=O)CC(C)(O)C(C(=O)OC(C)C)C1c1cccnc1 (configuration not stated)	1%	3%	5%	2	-2%	-3%	0.1%	1%	4%	-7%	-3%
CC1(C)CC2CC(C)(CN2C(=O)c2cccs2)C1 (configuration not stated)	3%	5%	-4%	-9	16%	-7%	-0.7%	-8%	13%	1%	-4%
COC(=O)c1ccc(C(c2c(N)n(CC(C)C)c(=O)[nH]c2=O)N2CCN(c3ccccc3)CC2)cc1 (configuration not stated)	24%	-4%	-12%	-26	-3%	6%	0.0%	-4%	-8%	-4%	-7%
CCOc1ccccc1C(=O)NCC(=O)OCC(=O)NCCc1ccc(S(N)(=O)=O)cc1	11%	-16%	-1%	8	2%	3%	-0.3%	-6%	5%	2%	-4%
COc1ccc(NC(=S)NCc2cccn2C)cc1	?	-3%	-2%	3	-2%	0%	0.4%	-3%	5%	1%	-2%
Cc1ccnc(N2CCC(C(=O)NNC(=O)COc3cccc4ccccc34)CC2)n1	6%	-26%	-1%	7	4%	0%	-0.3%	1%[46.1 µM]	5%	0%	-4%
CC1CN(CC(=O)NC(C)c2ccccc2)CC(C)O1 (configuration not stated)	-1%	2%	0%	-15	7%	-2%	-0.4%	11%	-5%	0%	-1%
COc1cccc(-n2c(SCC(=O)NCCc3ccccc3)nnc2-c2ccoc2C)c1	?	2%	-3%	-15	1%	0%	-0.2%	-7%	-1%	5%	-7%
O=C(CCCN1C(=O)/C(=C/c2cccs2)SC1=S)NNC(=O)c1ccc(F)cc1	-2%	-7%	-4%	-5	?	0%	-0.1%	-3%[46.1 µM]	-5%	-1%	-4%
COc1ccccc1-n1c(=O)[nH]c2c(C(N)=O)nc(-c3cccnc3)nc21	12%	19%	-13%	28	-10%	2%	0.5%	-5%	4%	0%	-3%
CC/C(=N\NC(C)=O)c1ccc(OC(F)F)cc1	-2%	-3%	/	1	-3%	-1%	0.2%	/	11%	2%	/
Cc1onc(-c2ccccc2)c1C(=O)Nc1ccc(S(=O)(=O)Nc2nccs2)cc1	13%	4%	-6%	-4	?	-11%	-0.9%	-6%	13%	10%	0%
Cc1ccc(-c2nc(SC(C)C(=O)c3c(N)n(C)c(=O)n(C)c3=O)n[nH]2)cc1 (configuration not stated)	?	3%	0%	-3	4%	27%	0.4%	3%	-9%	0%	0%
COc1ccc(NC(=O)Cn2nnc(C(=O)NCc3ccc4c(c3)OCO4)c2N)c(OC)c1	8%	-2%	-8%	-5	?	0%	-0.3%	0%	2%	1%	-8%
CCOc1ccc(N(CC)C(=O)COc2cc(=O)n(CC)c3ccccc23)cc1	8%	2%	-12%	0	?	-4%	0.1%	/	-15%	0%	-8%
CC1CCCN(C(=O)Cc2cccc3ccccc23)C1 (configuration not stated)	19%	1%	3%	28	0%	2%	0.2%	/	-10%	0%	-1%
O=C(Nc1ccc(Br)cc1)c1cc2ccccn2n1	?	2%	-21%	-16	?	-4%	-0.1%	5%	0%	2%	-5%

Source: PubChem

Random draw from the library (roughly 3% active in at least one column).
